PNC assembly inh – blocks assembly of the perinucleolar compartment; PC3M PTB-GFP, PNC prevalence imaging, 16 h; stronger effect = lower value; activity change (PNC), negative = inhibition, % at 10 µM; 3.1% of 140,000 active; AID 2417;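 active = readout at or below -70, meaning at least 70% loss of cells showing the perinucleolar compartment, a nuclear body marking cancer cells; inconclusive = readout between -30 and a set limit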;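 note: plate controls were DMSO wells for no effect and camptothecin positive control wells for full effect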
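Read-out is percentage of cells bearing a perinucleolar compartment, from automated 20x imaging of fixed, Hoechst-stained PC3M PTB-GFP cells. Cells were seeded 4 h, then exposed 16 h to compound (23 nl of library stock) in duplicate plates.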
IMPase inh – cell-permeable inhibitors of inositol monophosphatase (IMPase); P97697; CHO-M1 cells, IP1 accumulation, HTRF TR-FRET ratio; inhibition (IP1 accumulation), % at 46.1 µM; 120,000 tested, under 10 active; AID 901; active = well fitted curve in the direction sought with a large enough effect in the signal ratio, not every such curve was filed as active; inconclusive = small, poorly fitted or top-dose-only effect, or a change in a side signal; inactive = no such curve, though single readings can be large or run the other way; the % refers to the signal ratio;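 note: cells stimulated with carbachol in lithium chloride buffer; plate controls were DMSO basal wells for no effect and reference inhibitor wells for full effect; higher means more IMPase inhibition seen as more IP1 and lower FRET ratio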
Target sequence (P97697 whole entry, looked up): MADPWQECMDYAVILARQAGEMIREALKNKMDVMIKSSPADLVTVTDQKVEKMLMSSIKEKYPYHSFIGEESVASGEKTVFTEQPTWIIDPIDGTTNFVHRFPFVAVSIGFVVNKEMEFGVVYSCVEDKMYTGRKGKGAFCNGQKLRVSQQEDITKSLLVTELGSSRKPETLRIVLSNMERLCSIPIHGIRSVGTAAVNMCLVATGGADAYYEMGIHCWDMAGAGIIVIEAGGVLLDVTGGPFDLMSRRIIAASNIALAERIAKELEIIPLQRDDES
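CHO-M1, 2000 cells/well, cultured 16–30 h; cpd up to 46 uM; carbachol (50 uM solution, stimulation buffer w/ 50 mM LiCl, pH 7.4), 30 min 37C; IP-One TR-FRET, 10 min RT; Ex 320/Em 665, 620; Hill-fit AC50.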
15-hLO-2 inh – inhibitors of human 15-lipoxygenase 2 (ALOX15B); O15296; purified 15hLO-2, xylenol orange hydroperoxide absorbance; Potency, µM (top dose mostly 57.1 µM), without a hit: top-dose activity change, negative = inhibition, hits mostly inhibitors; 0.56% of 110,000 active; AID 881; note: potency is the fitted concentration of half-maximal effect; nearly all actives have a fitted effect of over 60% in size; many of its hits are not listed in these tables
Target sequence (O15296 whole entry, looked up): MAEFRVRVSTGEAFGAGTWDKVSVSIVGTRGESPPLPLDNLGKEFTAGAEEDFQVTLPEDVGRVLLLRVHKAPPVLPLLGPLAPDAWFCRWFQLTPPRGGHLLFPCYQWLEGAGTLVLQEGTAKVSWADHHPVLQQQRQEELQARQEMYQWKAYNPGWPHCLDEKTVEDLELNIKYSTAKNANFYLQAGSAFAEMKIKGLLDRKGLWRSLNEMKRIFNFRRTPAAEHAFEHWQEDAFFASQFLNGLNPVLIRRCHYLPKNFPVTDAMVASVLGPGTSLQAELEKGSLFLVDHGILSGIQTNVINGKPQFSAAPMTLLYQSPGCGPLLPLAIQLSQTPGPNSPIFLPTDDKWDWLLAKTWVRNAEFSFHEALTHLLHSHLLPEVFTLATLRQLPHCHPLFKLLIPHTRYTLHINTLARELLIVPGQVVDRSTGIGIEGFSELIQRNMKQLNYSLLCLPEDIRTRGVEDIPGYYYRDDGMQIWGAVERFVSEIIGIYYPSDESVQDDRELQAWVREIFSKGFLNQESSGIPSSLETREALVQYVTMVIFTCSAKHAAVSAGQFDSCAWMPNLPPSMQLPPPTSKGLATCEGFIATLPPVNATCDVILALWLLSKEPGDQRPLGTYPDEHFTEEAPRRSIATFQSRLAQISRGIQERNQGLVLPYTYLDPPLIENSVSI
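Purified human 15hLO-2 (50 nM) preincubated 15 min with compound, then 45 uM arachidonic acid for 90 min at RT in 25 mM Hepes pH 7.5, 0.01% Triton X-100. Hydroperoxide detected by Fe-xylenol orange; 573/405 nm absorbance ratio.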
12-hLO inh – inhibitors of human 12-lipoxygenase (ALOX12) | Potency, µM (series often up to 57.1 µM), without a hit: top-dose activity change, negative = inhibition, hits mostly inhibitors | 0.12% of 150,000 active | purified 12-hLO, xylenol orange hydroperoxide absorbance | P18054; note: potency is the fitted concentration of half-maximal effect; nearly all actives have a fitted effect of over 55% in size; many of its hits are not listed in these tables
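Hydroperoxide output read as Fe(III)-xylenol orange absorbance, 573-to-405 nm ratio, after 30 min reaction with 40 uM arachidonic acid. Enzyme: 150 nM purified human 12hLO, 15 min compound preincubation; 25 mM Hepes pH 7.0, room temperature.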
An asterisk follows results filed as active; u = inconclusive; x = no result given; & = joins results of further samples; [ ] = another dose, or the depositor's remark. Unless noted, calls come from the whole dose curve; as a rule, active = well fitted curve in the direction sought with a large enough effect; inconclusive = small, poorly fitted or top-dose-only effect, or another doubt; inactive = no such curve, though single readings can be large; an effect the other way counts as inactive or inconclusive. Unless noted, % is set by controls: 0 for no effect and ±100 for the full control effect.

SMILES	PNC assembly inh	IMPase inh	15-hLO-2 inh	12-hLO inh
Cc1onc(-c2ccccc2)c1C(=O)NC(C)C1CCCO1 (stereo not drawn)	u	-4	-1%	-4%
c1csc(Cn2c(-c3cccs3)nc3ccccc32)c1	9	-2	-3%	-1%
COc1ccc(OCC(=O)N2CCN(C(=O)COc3ccc(Br)cc3)CC2)cc1	-13	1	0%	-1%
O=C(COC(=O)c1ccco1)NCC1CCCO1 (stereo not drawn)	u	4	-2%	7%
CCN(CC)C(=O)CSc1nc(O)c(Cc2ccccc2)c(=O)n1-c1ccccc1	124	-2	-9%	3%
c1ccc(-c2nc3cc4ccccc4cc3[nH]2)nc1	24	-3	39%[activator]	-2%
C=CCc1cc(OC)ccc1OCC(O)CN1CCN(c2ccc(OC)cc2)CC1 (stereo not drawn)	25	3	5%[2.29 µM]	-9%
Cc1nnc(N(C)C(=O)c2ccccn2)s1	13	-3	u	7%
Cn1c(=O)cc(SCC(=O)Nc2ccccn2)c2ccccc21	1	-12	6%	-8%
COc1ccc(/C=C2\CCn3c2nc2cc(C(=O)O)ccc2c3=O)cc1O	-96*	u	x	-10%
Cn1c2c(c(=O)n(C)c1=O)C(c1ccccc1Cl)CC(=O)N2 (stereo not drawn)	11	-2	-4%	-3%
CCCCNC(c1ccccc1)c1ccncc1 (stereo not drawn)	20	4	12%	1%
CN(C)C(=O)CN(c1ccc2c(c1)OCO2)S(C)(=O)=O	-106*	2	13%	1%
CCOC(=O)Cc1nnc(NC(=O)CSc2ccc(Cl)cc2)s1	15	0	-1%	-7%
CCOC(=O)C1=C(C)N(c2ccccc2)C(=O)/C1=C\c1ccco1	u	x	x	3%
C=CCC(CC=C)(NC(=O)c1ccccc1)c1ccccc1	58	4	-1%	9%
Cc1ccc(S(=O)(=O)c2c(C)cc(C)nc2Oc2cccc(C(F)(F)F)c2)cc1	34	15	-3%	0%
C(=C\c1ccco1)/C1=NN(c2ccccc2)C(c2ccco2)C1 (stereo not drawn)	u	x	x	-19%
CCc1nnc(NC(=O)c2ccc(S(=O)(=O)N(CC)Cc3ccccc3)cc2)o1	-20	u	54%[activator]	-25%
CC(C)(C)Sc1ccc(N)nc1	-1	1	-3%	-3%
Cc1ccc(-n2cccc2C(=S)N=P(N(C)C)(N(C)C)N(C)C)cc1	11	8	-21%	-5%
CCOC(=O)N1CCN(c2cc(C)c(C(C)=O)cc2F)CC1	31	14	4%	6%
Cc1ccc(OCC(=O)N/N=C\c2cn(Cc3ccccc3)c3ccccc23)cc1C	-4	x	x	1%
COc1ccccc1C(=O)Nc1ccc(Oc2nnc(-c3ccc(C)cc3)c3ccccc23)cc1	-20	-2	x	-1%
O=c1c(-c2cccc(F)c2)nc2cncnc2n1Cc1ccccc1	x	x	2%	-5%
COc1ccc(S(=O)(=O)/N=C2/NC(=O)/C(=C/c3ccco3)S2)cc1	3	x	x	-26%
COc1cc2c(C(=O)NCCCN3CCN(c4cccc(Cl)c4)CC3)cn(C)c(=O)c2cc1OC	103	8	40%[activator]	7%
O=C1/C(=C/Nc2ccc3c(c2)OCO3)CCc2ccccc21	7	3	u	-26%
CCc1nnc(NC(=O)CN2C(=O)CCC2=O)s1	47	x	x	-1%
O=C(OCCN1CCCC1=O)c1cc(F)c(F)c(F)c1F	15	-24	x	-3%

For reference, 14 of the compounds above.
SMILES	PNC assembly inh	IMPase inh	15-hLO-2 inh	12-hLO inh
CCOC(=O)Cc1nnc(NC(=O)CSc2ccc(Cl)cc2)s1	15	0	-1%	-7%
CCOC(=O)C1=C(C)N(c2ccccc2)C(=O)/C1=C\c1ccco1	u	x	x	3%
C=CCC(CC=C)(NC(=O)c1ccccc1)c1ccccc1	58	4	-1%	9%
Cc1ccc(S(=O)(=O)c2c(C)cc(C)nc2Oc2cccc(C(F)(F)F)c2)cc1	34	15	-3%	0%
C(=C\c1ccco1)/C1=NN(c2ccccc2)C(c2ccco2)C1 (stereo not drawn)	u	x	x	-19%
CCc1nnc(NC(=O)c2ccc(S(=O)(=O)N(CC)Cc3ccccc3)cc2)o1	-20	u	54%[activator]	-25%
CC(C)(C)Sc1ccc(N)nc1	-1	1	-3%	-3%
Cc1ccc(-n2cccc2C(=S)N=P(N(C)C)(N(C)C)N(C)C)cc1	11	8	-21%	-5%
CCOC(=O)N1CCN(c2cc(C)c(C(C)=O)cc2F)CC1	31	14	4%	6%
Cc1ccc(OCC(=O)N/N=C\c2cn(Cc3ccccc3)c3ccccc23)cc1C	-4	x	x	1%
COc1ccccc1C(=O)Nc1ccc(Oc2nnc(-c3ccc(C)cc3)c3ccccc23)cc1	-20	-2	x	-1%
O=c1c(-c2cccc(F)c2)nc2cncnc2n1Cc1ccccc1	x	x	2%	-5%
COc1ccc(S(=O)(=O)/N=C2/NC(=O)/C(=C/c3ccco3)S2)cc1	3	x	x	-26%
COc1cc2c(C(=O)NCCCN3CCN(c4cccc(Cl)c4)CC3)cn(C)c(=O)c2cc1OC	103	8	40%[activator]	7%

New compounds follow.
SMILES	PNC assembly inh	IMPase inh	15-hLO-2 inh	12-hLO inh
COc1ccc(-c2csc(-c3cc4ccccc4oc3=N)n2)cc1	-93*	-6	x	-3%
Cc1ccc(S(=O)(=O)N(C)C)cc1NC(=O)CN1C(=O)NC2(CCCc3ccccc32)C1=O (stereo not drawn)	u	x	x	-1%
COc1cccc(NC(=O)CSc2nnc(CNC(=O)c3ccccc3)n2C)c1	-14	12	-2%	-2%
COCCn1c(C)cc(C(=O)CSc2ncn[nH]2)c1C	30	-5	-2%	2%
O=C(NC1CCCCCC1)c1cccnc1Sc1ccc(Cl)cc1	-17	x	x	0%
CCc1cc2c(=O)c(-c3cscn3)coc2cc1OC	26	-7	0%	-6%
Cc1ccc(C(C(=O)NC2CCCCC2)N(CC2CCCO2)C(=O)CNC(=O)c2cccs2)cc1 (stereo not drawn)	67	-7	-12%	3%
COc1ncc2ncc(=O)n(CCC#N)c2n1	x	x	0%	1%
CCCCCCCCCCCCSCCOCCO	x	x	-12%[0.0915 µM]	-5%[0.00818 µM]
CCOc1cc(C(=O)CSc2nnc(CNc3ccc(Cl)cc3)o2)ccc1NC(=O)CC	0	16	u	-1%
CN(C)CCNc1oc(/C=C/c2ccccc2)nc1C#N	-3	u	x	5%
O=C1c2ccccc2-c2onc3ccc(NCCCn4ccnc4)c1c23	37	65[activator]	22%	7%
COc1ccc(NC(=O)CCCC(=O)OCC(F)(F)C(F)F)cc1	u	5	-1%	7%
CCOc1ccc2nc(N3CCC(C(=O)Nc4nnc(CC)s4)CC3)sc2c1	-12	1	-4%	-1%
O=C(CCCc1ccccc1)Nc1cccnc1	u	-8	2%	2%
COCCN(C(=O)C1CC1)c1nnc(-c2ccc(C)cc2)s1	8	0	3%	1%
COc1ccccc1C/C(N)=N/OC(=O)COc1ccc2ccccc2c1	2	u	8%	-7%
O=C1Nc2ccc(S(=O)(=O)N3CCCC3)c3ccc(S(=O)(=O)N4CCCC4)c1c23	18	2	-11%	-2%
O=C(/C=C\c1ccccc1OC(=O)c1ccccc1F)c1cc2ccccc2o1	u	9	x	-5%
C[C@]12CCC(=O)C=C1CCC1C2C(O)C[C@]2(C)C1CC[C@]2(O)C(=O)COC(=O)CCC(=O)O (stereo partly drawn)	x	x	-2%	0%
CSC1=NCCN1C(=O)COc1ccc2ccccc2c1	u	-1	3%	2%
COCCNC(=O)CS(=O)(=O)Cc1nc(-c2ccc(C)cc2)oc1C	u	0	-1%	6%
CN1[C@@H]2CC[C@H]1CC(OC(c1ccccc1)c1ccccc1)C2 (stereo partly drawn)	x	10	18%[11.4 µM]	-1%[11.4 µM]
COC(=O)c1cccc(NC(=O)CCCOc2ccccc2)c1	u	-20	-2%	-5%
CC1=NC(=O)C(N=Nc2cccc(O)c2)N1c1ccccc1 (stereo not drawn)	26	-8	-2%	-8%
COc1ccc(C(=O)Nc2c(F)c(F)c(F)c(F)c2F)c(OC)c1	0	-2	2%	0%
Cc1c(Cl)cccc1Nc1nc(N)nc(CN2CCc3ccccc3C2)n1	56	5	43%[activator]	-16%
Cc1ccc(-n2c3c(c(=O)[nH]c2=O)C(NS(=O)(=O)c2ccc(Cl)cc2)(C(F)(F)F)C(=O)N3)cc1 (stereo not drawn)	192	-2&-4	x	1%
COc1ccc(C)cc1NC(=S)NNC(=O)c1ccccc1Cl	14	3	35%[activator]	4%
CCCc1ccc(-c2csc(NC(=O)Cc3cccs3)n2)cc1	u	0	5%	7%
Cc1ccc2cc(C)c3nnc(SCC(=O)NCc4ccco4)n3c2c1	11	0	1%	-11%
CCC1c2ccc(C)n2CCN1C(=O)Nc1cc(Cl)ccc1OC (stereo not drawn)	20	5	x	-7%
CCCn1nnnc1SCC(=O)NCc1ccc2c(c1)OCO2	-22	-1	-2%	-7%
COc1ccc(C2c3c(ccc4ccccc34)Oc3ncn4nc(Cc5ccc(OC)c(OC)c5)nc4c32)cc1 (stereo not drawn)	16	4	x	-1%
Cc1nnc(SCC(=O)N(C(C)C)C(C)C)nc1C	-27	15	-18%	3%
CCc1ccc(N=CC23c4ccccc4C(c4ccccc42)C2C(=O)N(c4ccc(OC)cc4)C(=O)C23)cc1 (stereo not drawn)	u	2	-9%	-7%
CC(=O)NC1=NN(C(C)=O)C(C)(c2cccs2)S1 (stereo not drawn)	7	-5	x	0%
Cc1nnc(NC(=O)CSc2cn(CCNC(=O)c3ccccc3)c3ccccc23)s1	u	3	x	-5%
O=C(CS(=O)(=O)c1c[nH]c2ccccc12)NC1CCCCC1	-8	u	-1%	-4%
CC(C)(C)C(=O)NC1CCN(S(C)(=O)=O)CC1	-100*	4	x	-4%
Cc1ccc(N(Cc2ccco2)C(=O)c2ccc(N3CCCCC3)c([N+](=O)[O-])c2)cc1	-18	x	x	-4%
COc1ccc(OC)c(S(=O)(=O)Nc2ccccc2C(=O)O)c1	3	6	-3%	0%
Cc1cc(C)c(NC(=O)Cn2nc(-c3ccccc3)nc2-c2ccccc2)c(C)c1	43	x	x	-1%
Cc1nn(C)cc1CNC(=O)C1(C)CC1(Cl)Cl (stereo not drawn)	9	x	x	0%
COc1ccc2c(c1)C(C1=C(O)CC(C)(C)CC1=O)C1=C(CC(C)(C)CC1=O)O2 (stereo not drawn)	u	14	0%	6%
COC(=O)C1Cc2c([nH]c3ccccc23)CN1 (stereo not drawn)	19	-3	0%	-8%
CC(=O)N1CCC(=NNc2ccc(S(=O)(=O)N3CCOCC3)cc2[N+](=O)[O-])CC1	2	x	x	-4%
O=C(Nc1ccccc1Br)C1CCN(C(=O)Cc2ccccc2)CC1	36	x	x	1%
Cc1ccc(NC(=O)/C(C#N)=C/c2cccs2)c(C)c1	u	-5	-4%	-5%
CC1(C)Nc2ccccc2N(CC(=O)N2CCCCC2)C1=O	1	0	-3%	-5%
N#Cc1nc(-c2ccccc2F)oc1NCCc1ccccc1	51	4	-18%	-14%
Cc1cc([N+](=O)[O-])nn1CCCC(=O)NC(C)c1ccccc1 (stereo not drawn)	35	x	x	-3%
CCC(C)(C)n1nnnc1C(c1cc2cc(C)ccc2[nH]c1=O)N1CCCc2ccccc21 (stereo not drawn)	11	8	4%	2%
